# High-throughput results (PubChem)
# BRCA1 expr act: qHTS Assay to Identify Small Molecule Activators of BRCA1 Expression. MCF7-BRCA1-FFLuc reporter, luminescence, 48 h; response scale: scaled: vehicle 0%, 10 µM genistein 100%. Potency, µM (top dose mostly 46.1 µM), inactives show at the highest dose activation, hits mostly activators. 380,000 compounds, 1.1% hits. AID 624202, 2012; also: nearly all actives have a fitted effect of over 80% in size; some results filed as inactive show a strong effect at the top dose
#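 MCF7-BRCA1-FFLuc cells, 2000/well in phenol-red-free MEM, attached 2 h then treated 48 h at 37 C. Luciferase luminescence read 15 min after reagent; normalized to genistein maximum activation (10microM) and DMSO, concentration-response fitted.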
# a7 integrin act: qHTS for Activators of Integrin-Mediated Alleviation for Muscular Dystrophy; alpha7betagal myoblasts, beta-gal FDG fluorescence, 48 h; Potency, µM (highest dose often 38.3 µM), for the others: top-dose activation, most hits filed as activators; 350,000 compounds, 0.064% hits;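 also: 100% = response of the positive control SU9516; nearly all actives have a fitted effect of over 60% in size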
#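 Alpha7betagal+/- myoblasts (passage 13) were plated 16-24 hr, then exposed to compounds (1:260 dilution of DMSO stock) for 48 hours at 37C. After MPER lysis, β-galactosidase reporter activity was read as FDG fluorescence (ex 480/em 540) after 30 minutes.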
# Numbers without * were called inactive; ? = inconclusive; [ ] = another dose, or the depositor's remark. Calls follow the shape of the dose curve; as a rule, active = well fitted activation curve with a large enough effect; inconclusive = small, poorly fitted or top-dose-only effect; inactive = no such curve, though single readings can be large or run the other way. Potency is read from the fitted curve at half-maximal effect. Not all compounds are listed. The share of hits here may be higher or lower than overall.
SMILES,BRCA1 expr act,a7 integrin act
CC(=O)Nc1ccc(S(=O)(=O)NN=c2sc3ccccc3n2C)cc1N,-33%,7%
CC1C(=O)N(Cc2cn(CCC3OCCO3)nn2)CCS(=O)(=O)N1Cc1ccc(-c2cccc(CO)c2)cc1 (stereo not given),11%,-13%
CCN(CC)CCCn1c2c(c(SCC(=O)Nc3cc(C)cc(C)c3)nc1=O)CCC2,-36%,-58%[inhibitor]
C[C@@H]1CN([C@@H](C)CO)C(=O)CCCn2cc(nn2)CO[C@H]1CN(C)S(=O)(=O)c1ccc(Oc2ccccc2)nc1,3%,-22%
C[C@@H]1CCCCO[C@@H](CN(C)S(=O)(=O)c2cccs2)[C@@H](C)CN([C@H](C)CO)C(=O)c2cc(NS(=O)(=O)c3ccccc3)ccc2O1,-46%,-7%
C[C@H](CO)N1C[C@H](C)[C@@H](CN(C)C(=O)c2ccccc2)OCc2cn(nn2)CCCC1=O,1%,4%
Cc1ccc(S(=O)(=O)N2CCC(=O)c3ccccc32)cc1,-5%,-10%
Cc1ccc2nc3n(c(=O)c2c1)-c1ncccc1C(=O)NC3Cc1ccc(O)cc1 (stereo not given),-7%,-8%
Brc1ccc2c(c1)-c1ccccc1C1=NCCN12,-58%,-63%[inhibitor]
CC1Sc2ccc(C(=O)N(CCc3ccccc3)Cc3ccccc3)cc2NC1=O (stereo not given),-62%,-22%
O=C1[C@H]2[C@@H](c3ccccc3)N[C@]3(CCCN(Cc4ccc(Cl)cc4)C3=O)[C@H]2C(=O)N1Cc1ccccc1,-32%,-11%
Cc1c(NC(=O)c2nn(C(C)C)c(=O)c3ccccc23)c(=O)n(-c2ccccc2)n1C,-11%,-13%
C[C@@H]1CN([C@H](C)CO)C(=O)c2cc(NC(=O)Nc3ccc(F)cc3)ccc2O[C@@H](C)CCCCO[C@H]1CN(C)S(=O)(=O)c1cccs1,-35%,8%
C[C@H](CO)N1C[C@H](C)[C@@H](CN(C)Cc2ccc(C(=O)O)cc2)Oc2ncc(-c3ccc(C(=O)N(C)C)cc3)cc2C1=O,0%,-7%
O=C(C[C@H]1C(=O)N(Cc2ccccc2)C[C@@H]1c1ccc(Br)cc1)Nc1ccc(Br)cc1,-53%,-48%[inhibitor]
COc1ccc(CN(C)CCCn2cnc3c(SC)ncnc32)cc1OC,1%,19%
C[C@@H]1CN([C@H](C)CO)C(=O)CCCn2nncc2CO[C@H]1CN(C)S(=O)(=O)c1ccc(C#N)cc1,5%,24%
CC1=C(C(=O)N2CCOCC2)CC(CC(=O)NC2CCCC2)C(=O)N1Cc1ccccc1 (stereo not given),-13%,-1%
COc1cc(NC(=O)CCNC(=O)N2CC(=O)Nc3ccccc32)cc(OC)c1OC,-1%,24%
CCCCn1c(=S)[nH]c2c(=O)n(C)c(=O)n(C)c21,5%,3%

# The final five entries of the section above are carried over, then new ones follow:
SMILES,BRCA1 expr act,a7 integrin act
COc1ccc(CN(C)CCCn2cnc3c(SC)ncnc32)cc1OC,1%,19%
C[C@@H]1CN([C@H](C)CO)C(=O)CCCn2nncc2CO[C@H]1CN(C)S(=O)(=O)c1ccc(C#N)cc1,5%,24%
CC1=C(C(=O)N2CCOCC2)CC(CC(=O)NC2CCCC2)C(=O)N1Cc1ccccc1 (stereo not given),-13%,-1%
COc1cc(NC(=O)CCNC(=O)N2CC(=O)Nc3ccccc32)cc(OC)c1OC,-1%,24%
CCCCn1c(=S)[nH]c2c(=O)n(C)c(=O)n(C)c21,5%,3%
CC(C)(C)OC[C@H](NC(=O)c1[nH]cnc1C(=O)Nc1ccccc1F)C(=O)OC(C)(C)C,-40%,-29%
COc1cccc(C(=O)N2CCN(c3nc4cc(C)cc(C)c4cc3C#N)CC2)c1,-13%,13%
COCc1c(C(=O)Nc2nnc(C3CC3)s2)oc2ccccc12,-25%,-5%
Cc1cccc2cc(C#N)c(NCCNC(=O)c3ccccc3)nc12,1%,-4%
COc1ccc2c(Cl)cc(NC(=O)Nc3c(C)cccc3C)nc2c1,0%,3%
C[C@H](O)[C@@H]1C(=O)N2CCc3c([nH]c4ccccc34)[C@@H]2C[C@@H]1N(C)C(=O)Nc1ccccc1,-22%,-9%
CCN(CC)C(=O)C1=C(C)N(CCC2=CCCCC2)C(=O)C(CC(=O)NCCN2CCOCC2)C1 (stereo not given),0%,-11%
Cc1ccc(S(=O)(=O)N2CCC(C(=O)N3CCN(c4ccccn4)CC3)CC2)cc1C,1%,-23%
CC(=O)N1C[C@H]2CON(C)[C@H]2C[C@H]1c1ccc(-c2ccccc2)cc1,8%,-16%
C[C@H](CO)N1C[C@H](C)[C@@H](CN(C)Cc2ccc3c(c2)OCO3)OCc2cnnn2CCCC1=O,6%,-1%
CSc1nnc2sc3cc(C)ccc3n12,37%,16%
COC(=O)C[C@@H]1C[C@H]2c3cc(NS(=O)(=O)c4ccccc4)ccc3O[C@H]2[C@@H](CO)O1,17%,-4%
COc1cccc(S(=O)(=O)N(C)C[C@H]2OCc3cnnn3CCCC(=O)N([C@H](C)CO)C[C@@H]2C)c1,-2%,4%
CC1CCN(C(=O)c2ccc3c(c2)C(=O)c2ccccc2-3)CC1,-6%,1%
CCn1c(=O)c2[nH]c(Cl)nc2n(CC)c1=O,4%,-7%
COc1ccc(NC(=O)CNc2ccc(OC)c(S(=O)(=O)N3CCOCC3)c2)cc1,-7%,-6%
Cc1nc(-c2cccc(NC(=O)c3ccc(Cl)c(S(=O)(=O)N4CCCC4)c3)c2)cs1,-51%,-9%
CN(N=Cc1ccccc1O)c1ccc2ccccc2n1,-5%,11%
C[C@@H]1CN([C@H](C)CO)C(=O)CCCn2nncc2CO[C@H]1CN(C)S(=O)(=O)c1ccc(Oc2ccccc2)nc1,69%,-6%
Cc1cc(C)cc(OCC(=O)NNC(=O)CC(C)c2ccccc2)c1 (stereo not given),-6%,19%

# Overlap with the part before: 4 compounds, then new ones.
SMILES,BRCA1 expr act,a7 integrin act
Cc1nc(-c2cccc(NC(=O)c3ccc(Cl)c(S(=O)(=O)N4CCCC4)c3)c2)cs1,-51%,-9%
CN(N=Cc1ccccc1O)c1ccc2ccccc2n1,-5%,11%
C[C@@H]1CN([C@H](C)CO)C(=O)CCCn2nncc2CO[C@H]1CN(C)S(=O)(=O)c1ccc(Oc2ccccc2)nc1,69%,-6%
Cc1cc(C)cc(OCC(=O)NNC(=O)CC(C)c2ccccc2)c1 (stereo not given),-6%,19%
COc1ccc(CCNC(=O)c2ccc(CS(=O)(=O)Cc3ccc(C)cc3)o2)cc1OC,2%,2%
Cc1nc2ccccn2c(=O)c1NC(=O)c1ccco1,14%,2%
CC1N=C(SCC(=O)c2ccc(F)cc2)N2C(C)N=C(SCC(=O)c3ccc(F)cc3)N12 (stereo not given),-28%,2%
CC1(C)Oc2cc3oc(C(=O)O)cc(=O)c3cc2-c2ccccc21,8%,7%
Cc1ccc([C@H]2C[C@H](n3cc(C4CC4)nn3)[C@@H](O)CN2Cc2cccs2)cc1,22%,9%
CC(=O)Nc1cccc(C(=O)OCC(=O)NC(=O)NC2CCCC2)c1,-7%,16%
COCOCCn1cc(CN2CCS(=O)(=O)N(Cc3ccc(-c4ccc(OC)cc4)cc3)C(C)C2=O)nn1 (stereo not given),-2%,16%
N#Cc1cnn2c(=O)[nH]cnc12,-51%,-3%
CCCCCCNC(=O)O[C@H]1Cn2c(=O)n(CCCCCC)c(=O)n2[C@@H]2CN(S(=O)(=O)c3ccc(C)cc3)C[C@]12O,-83%[inhibitor],-23%
CC1(C)CC(=O)C=C(c2ccc(Oc3ccccc3)cc2)C1=O,4%,-3%
CNC(=O)C[C@H]1C(=O)N(c2ccc(OC)cc2)C[C@@H]1CSC,8%,2%
C[C@H](O)[C@@H]1C(=O)N2CCc3ccc(N4CCN(C)CC4)cc3[C@@H]2C[C@@H]1N(C)C(=O)c1cccnc1,-13%,-39%
O[C@H]1CN(CC2CCCCC2)[C@@H](c2ccc(Cl)cc2)C[C@@H]1n1cc(-c2ccc(F)cc2)nn1,-62%,10%
COc1ccc([C@H]2C[C@H](n3cc(-c4ccc(F)cc4)nn3)[C@@H](O)CN2CC2CCCCC2)cc1,-75%,-54%[inhibitor]
COc1cccc(CNC(=O)COC(=O)c2ccc(N3CCCC3=O)cc2)c1,2%,6%
CCCCCCn1c(SCC(=O)NC2CCS(=O)(=O)C2)nc2ccccc2c1=O (stereo not given),-12%,2%
COc1ccc(CNC(=O)O[C@H]2CN(C(=O)OC(C)C)N(C(=O)OC(C)C)[C@@H]3CN(S(=O)(=O)c4ccc(C)cc4)C[C@]23O)cc1OC,-12%,3%
O=C1NN=C2CCCCCCCCCCC12 (stereo not given),-5%,9%
CC(C)(C)OC(=O)NCCCCCNC(=O)c1[nH]cnc1C(=O)Nc1cc(Br)ccc1F,-35%,-5%
Cc1cccc(C#CC2=CC(=O)CC(C)(C)C2)c1,11%,-36%
Oc1c(C(c2ccccc2)N2CCCCC2)ccc2ccccc12 (stereo not given),-39%,3%
O=C(Nc1ccc(S(=O)(=O)Nc2ncccn2)cc1)c1cccc([N+](=O)[O-])c1,0%,4%
C[C@@H]1ON(C)[C@H]2C[C@H]3c4[nH]c5ccc(-c6ccc7c(c6)OCO7)cc5c4CCN3C[C@@H]12,-77%,-13%
C[C@H]1CN([C@@H](C)CO)C(=O)CCCn2nncc2CO[C@H]1CN(C)C(=O)Nc1cccc(Oc2ccccn2)c1,-13%,12%
CC(=O)Nc1ccc(NC(=O)C2CCN(S(C)(=O)=O)CC2)cc1,-25%,1%
Clc1ccc2c(c1)-c1ccccc1C1=NCCN12,-69%,-61%[inhibitor]
CCc1ccc(-c2ccc(SCC(=O)NC3CCCC3)nn2)cc1,?,-7%
COc1cc(C(=O)N(C(C)C)C2CCCCC2)cc(OC)c1OC,-21%,17%
COc1ccc(NC(=O)c2c(C)noc2C)cc1S(=O)(=O)N1CCCCC1,-10%,6%
COc1ccc(-c2cc3nc(-c4ccccc4)cc(N4CCN(C(=O)c5ccsc5)CC4)n3n2)cc1,5%,?
Nc1cc(=O)[nH]c(SCc2ccccc2)n1,6%,1%
CN(C)c1ccc2nc3ccc(=O)cc-3sc2c1,-71%,-64%[inhibitor]
CSc1ccccc1C(=O)OCC(=O)Nc1c(C)n(C)n(-c2ccccc2)c1=O,19%,-1%
O=C(Nc1ccnn1C1CCN(Cc2ccc(CO)o2)CC1)c1cccc(F)c1,-1%,5%
CCOc1ccccc1OCCCC(=O)N1CCN(S(=O)(=O)c2ccccc2C#N)CC1,-3%,-1%
O=C(CC1CC1)Nc1ccc2c(c1)[C@H]1C[C@H](CC(=O)N3CCc4ccccc4C3)O[C@@H](CO)[C@H]1O2,3%,6%
O=S(=O)(NN=C(c1ccccc1)c1ccccc1)c1ccccc1,1%,-23%
c1ccc(NN=C(c2ccccc2)c2cccs2)cc1,-7%,0%
O=C(CCN1CCCCC1)Nc1ccc(F)c(F)c1,31%,-2%
CC(C)C1C(=O)N(Cc2cn(Cc3ccco3)nn2)CCS(=O)(=O)N1Cc1ccc(-c2ccc(F)cc2)cc1 (stereo not given),-56%,-35%
Cc1ccc(S(=O)(=O)N2CCC(C(=O)NCCN3CCOCC3)CC2)cc1,0%,-8%
COCc1ccc(CN2CCC(n3nccc3NC(=O)c3ccc4c(c3)OCO4)CC2)o1,-6%,11%
Cc1ccc(NC(=O)COC(=O)c2ccco2)cc1S(=O)(=O)N1CCCCC1,1%,0%
O=C(NCCN1CCOCC1)c1ccc2c(c1)N(Cc1cccc(Cl)c1)C(=O)c1ccccc1S2(=O)=O,-5%,-17%
Cc1ccc(N(C)S(=O)(=O)c2cccc(C(=O)OCC(=O)N(C)Cc3ccccc3)c2)cc1,-2%,-5%
Cc1ccc(-c2ccc(C3=CC(=O)CC(C)(C)C3=O)cc2)cc1,2.2µM*,10%
COc1ccc(-c2ccc(CN3C(C)C(=O)N(Cc4cn(CCC5OCCO5)nn4)CCS3(=O)=O)cc2)cc1 (stereo not given),-7%,-53%[inhibitor]
CC1(C)N=C(N)N=C(N)N1c1cccc(CC(=O)Nc2ccccc2)c1,5%,-54%[inhibitor]
CCOC(=O)c1ccc(S(=O)(=O)N2CCC(C(=O)NCC3COc4ccccc4O3)CC2)cc1 (stereo not given),-2%,6%
C[C@H]1CN([C@@H](C)CO)C(=O)CCCn2cc(nn2)CO[C@@H]1CN(C)S(=O)(=O)c1ccc2c(c1)OCCCO2,-3%,15%
CCn1c(O)c(N=NC(=O)CNC(=O)c2cccnc2)c2ccccc21,-2%,-8%
CC(C)OC(=O)N(C)C[C@H]1OCc2cnnn2CCCC(=O)N([C@H](C)CO)C[C@H]1C,13%,4%
CC(C)OC(=O)N(C)C[C@H]1OCc2cnnn2CCCC(=O)N([C@H](C)CO)C[C@@H]1C,17%,-4%
CCOC(=O)N1CCN(S(=O)(=O)N2CCCC(C(=O)NCc3cc(Br)ccc3OC)C2)CC1 (stereo not given),-20%,6%
C=C(C)c1cccc(C(C)(C)NC(=O)N2CCN(C(=O)OCC)CC2)c1,66%,-5%
C[C@H]1CN([C@@H](C)CO)C(=O)CCCn2cc(nn2)CO[C@@H]1CN(C)C(=O)C1CCCCC1,1%,4%
CCCCCCN1C[C@H](n2cc(COC(=O)c3ccccc3)nn2)[C@@H](O)C[C@@H]1c1ccc(C)cc1,-77%[inhibitor],-65%[inhibitor]
